Compound activity (PubChem)
ER stress surv – ER stress cell death inhibition; CSM14.1 thapsigargin ER stress survival, ATP luminescence; relative survival (cellular ATP), % at 15 µg/mL (by protocol); hit rate 0.33% among 48,000; AID 1010;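 active means survival measured by cellular ATP above 50% at 15 µg/ml in the first screen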;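 further: cell death triggered by about 15 µM thapsigargin; ATP read 24 h after thapsigargin was added; plate controls were thapsigargin with DMSO for no effect and DMSO without thapsigargin for full effect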
Active calls of the source: *.

SMILES	ER stress surv
CNCCOc1cc(C)nc(-c2ccccc2)n1	3
COc1cccc(OC)c1OCCCOc1c(OC)cccc1OC	4
O=C(C(Sc1ccccc1)c1ccccc1)N1CCCC1 (stereo not drawn)	4
CCOn1c(=O)c(C)[n+]([O-])c2ccccc21	2
CCOC(=O)c1ccc(NS(=O)(=O)c2cccs2)cc1	10
COC(=O)C1=C(C)N(Cc2ccccc2)C(=O)/C1=C\c1cccc([N+](=O)[O-])c1	12
COc1ccc(C2=C/C(=C\c3cccc(OC(C)=O)c3)C(=O)O2)cc1	6
COc1ccc(O)c(-c2cc(C(F)(F)F)nc(-c3ccccc3)n2)c1	0
COc1c(Cl)cc(C(=O)Nc2ccc(-c3nc4cc(C)ccc4o3)cc2)cc1Cl	3
CC1SC(c2c(Cl)cccc2Cl)N(CCCN(C)C)C1=O (stereo not drawn)	1
COc1cc(/C=C2\NC(=S)NC2=O)ccc1Oc1ccc([N+](=O)[O-])cn1	0
Cc1cc(/C=C2/SC(=S)NC2=O)c(C)n1-c1cccc(Cl)c1	3
CCOC(=O)c1ccc2[nH]c3c(c2c1)CCCCC3=O	-9
O=C(COc1ccccc1[N+](=O)[O-])N/N=C/C(Br)=C/c1ccccc1	-6
C=CCc1cccc(/C=N/n2c(C)nnc2C)c1O	8
COc1ccc(C2/C(=C(\O)c3ccc(F)cc3)C(=O)C(=O)N2CCCCCC(=O)O)c(OC)c1 (stereo not drawn)	-8
O=C(O)c1cccc(N2C(=O)CC(Nc3ccc(N4CCOCC4)cc3)C2=O)c1 (stereo not drawn)	8
COc1ccc(/C(N)=N/OC(=O)c2cccc(Br)c2)cc1OC	4
CCN(CC)c1ccc(NS(=O)(=O)c2cc(Cl)ccc2Cl)cc1	-1
CCOc1cc(/C=N/n2cnnc2)ccc1OCc1ccc(F)cc1	-2
O=C(CN(c1cccc([N+](=O)[O-])c1)S(=O)(=O)c1ccccc1)NCc1ccc(Cl)cc1Cl	2
CC1CCc2c(sc(NC(=O)c3c(F)c(F)c(F)c(F)c3F)c2C#N)C1 (stereo not drawn)	7
Cc1ccc(OCC(=O)N2CCN(c3ccccn3)CC2)cc1	12
O=C1CC(N2CCN(c3ccc([N+](=O)[O-])cc3)CC2)C(=O)N1CCc1ccccc1 (stereo not drawn)	12
O=C(O)CCCC(=O)OCc1ccco1	0
CN(C)NC(=O)c1cccc2c1-c1ccc(I)cc1C2	-3
CCOc1ccc(S(=O)(=O)N(CC(=O)NCCCOC)c2ccc(C)cc2)cc1	-2
O=C(N=Nc1c(O)[nH]c(=O)[nH]c1=O)c1cncc(Br)c1	4
CCOC(=O)c1c(C)nc(-c2ccccc2)nc1NC(=O)C(C)C	4
Cc1ccccc1-c1cc(C(=O)NCCc2ccccc2)c2ccccc2n1	1
CCC12CN3CC(CC)(CN(C1)C3c1ccc([N+](=O)[O-])cc1)C2=O (stereo not drawn)	4
COc1ccc(-c2nn(CN3CCOCC3)c(=S)n2-c2ccccc2)cc1	1
O=C(CSc1nc2ccccc2[nH]1)NCc1ccccc1	12
N#Cc1c(NC(=O)CCCN2C(=O)c3ccccc3C2=O)sc2c1CCCC2	-2
Nc1nnc(SCc2ccc([N+](=O)[O-])cc2)s1	0
COc1ccccc1OCCSc1nc2ccccc2n1CCC(=O)O	-3
Cc1cccc(C)c1NC(=O)c1ccc(C2SCC(=O)N2Cc2ccccc2)cc1 (stereo not drawn)	0
COc1cc(OC)c(/C=N/Nc2ccccc2[N+](=O)[O-])cc1Br	-5
COc1cc(OC)c([N+](=O)[O-])cc1/C=C1\C=C(c2ccc(Br)cc2)OC1=O	-1
CC1=C(C(=O)Nc2ccc(Cl)cc2)C(c2ccc([N+](=O)[O-])cc2)NC(=O)N1 (stereo not drawn)	8
Cc1ccc(OCCOc2ccc(Cl)cc2/C=C2/SC(=S)N(C)C2=O)cc1	8
COC(C(=O)NNC(=O)c1cccc(Cl)c1)c1ccccc1 (stereo not drawn)	0
COc1ccc(NC(=O)CCc2ccccc2)cc1	6
Cc1ccc(C(=O)Nc2cccc(Cl)c2)o1	9
C=CCNC(=O)C(=O)Nc1ccc(Cl)c(Cl)c1	3
CC(=O)Nc1ccc(I)cc1C	10
COc1ccccc1C=NN1CCN(Cc2ccc(C)cc2C)CC1	0
CCCCCc1nnc(NC(=O)CCCC)s1	-1
O=C(/C=C/c1ccc(Cl)cc1)Nc1ccc(O)c(-c2nc3ccccc3o2)c1	9
Cc1ccc(/C=N/NC(=O)C2CC(=O)N(c3ccccc3)C2)cc1 (stereo not drawn)	-2
COc1ccc(/C=C2\C(=O)NC(=S)N(c3cccc(Br)c3)C2=O)cc1[N+](=O)[O-]	4
Cc1ccc(Br)cc1S(=O)(=O)N1CCN(Cc2ccccc2)CC1	5
CN1C(C)(C)CC(NC(=O)CCC(=O)NC2CC(C)(C)N(C)C(C)(C)C2)CC1(C)C	4
O=C(OCc1ccccc1)Sc1nc2ccccc2[nH]1	1
O=C(Nc1ccc(I)cc1)/C(=C\c1cccc([N+](=O)[O-])c1)NC(=O)c1cccs1	15
COc1ccc(N=C2SC(C(=O)N3CCN(c4ccc(F)cc4)CC3)CC(=O)N2C)cc1 (stereo not drawn)	6
O=C(NCc1cccnc1)c1cc2nc(-c3ccc(Cl)cc3)cc(C(F)(F)F)n2n1	2
O=C1CC(CSc2nnc(-c3ccc(Cl)cc3)n2-c2ccccc2)=NN1	8
Cc1ccc(/C=N/NC(=O)c2cc(C3CC3)[nH]n2)cc1	3
Cc1ccc(C(=O)CCNc2ccccc2)cc1	12
Further entries
SMILES	ER stress surv
C=C(C)CNC(=S)NNC(=O)CCn1c2ccccc2c2ccccc21	5
N#Cc1c2nc[nH]c(=O)c2c2n1CCC2	4
O=[N+]([O-])c1cccc(CN2CCN(Cc3cccnc3)CC2)c1	-1
O=C(c1ccncc1)N1CCN(Cc2ccc(F)cc2)CC1	0
O=C(O)c1ccc(N2C(=O)CC(SC(=Nc3ccccc3)Nc3ccccc3)C2=O)cc1 (stereo not drawn)	5
CCCOc1cccc(C(=O)Nc2scc(-c3ccccc3)c2C(=O)OC(C)C)c1	1
CC1=C(C#N)c2nc(N)c(C#N)c(C)c2/C1=C/c1cc(Cl)cc(Cl)c1Cl	0
O=C(Nc1ccccn1)c1ccc2c(c1)OCO2	-4
O=C1CC(Cc2ccc(Cl)cc2)C(=O)N1C1CCCCC1 (stereo not drawn)	12
O=C1c2ccccc2-c2c(-c3ccccc3)sc(=O)n21	1
Cc1ccnc(NC(=O)c2cc3ccccc3o2)c1	-9
CC(=O)c1ccc(N2CCN(C(=O)c3cccs3)CC2)c(F)c1	2
CCOC(=O)c1c(NC(=O)c2ccccc2F)sc2c1CCC(C)C2 (stereo not drawn)	6
CCOCCOC(=O)C1=C(C)NC2=C(C(=O)CC(C)(C)C2)C1c1cc([N+](=O)[O-])ccc1Cl (stereo not drawn)	6
Clc1ccc(-c2ccc(/C=N/Nc3nc4ccccc4s3)o2)cc1	6
CC1=NN(c2ccc(C(=O)O)cc2)C(=O)/C1=C\c1cccs1	6
CC(=O)c1cnc2c(-c3ccccc3)c(C)nn2c1C	-5
COc1cc(/C=C/c2ccc([N+](=O)[O-])cc2[N+](=O)[O-])ccc1O	0
COc1ccc([N+](=O)[O-])cc1N(CC(O)CN1CCCCC1)S(=O)(=O)c1ccc(C)cc1 (stereo not drawn)	-5
COC(=O)c1ccc(/C=C/C(=O)c2cccc([N+](=O)[O-])c2)cc1	1
Cc1ccc2c(c1)NC(c1ccc(F)cc1)C1=C(CC(c3ccccc3)CC1=O)N2 (stereo not drawn)	1
CCCCc1nnc(NC(=O)CN2C(=O)/C(=C/c3ccccc3Cl)SC2=S)s1	0
CCOC(=O)c1c(NC(=O)c2ccc(OC)cc2)sc(C(C)=O)c1C	4
CC(C)c1ccc(OCCOc2ncnc3ccccc23)cc1	-6
CN(C)CCNC(=O)COc1cccc2ccccc12	-3
CN(c1ccc(C(=O)Nc2cccnc2)cc1)S(=O)(=O)c1ccccc1	11
CCOCCOC(=O)c1ccc(NC(=O)COc2ccc([N+](=O)[O-])cc2)cc1	1
O=C1OC(c2ccccc2Br)=N/C1=C\c1cccnc1	2
COc1cccc(NC(=O)C(C)Oc2ccc(Cl)cc2Cl)c1 (stereo not drawn)	0
COc1cc(/C=N/Nc2nc(N3CCOCC3)nc(N3CCOCC3)n2)cc(OC)c1	4
CCOc1ccc(/C=C2\SC(=NCc3ccccc3)N(Cc3ccccc3)C2=O)cc1	12
CCOC(=O)CSc1nnc(-c2ccncc2)n1-c1ccccc1	0
O=C(CC1S\C(=N/N=C/C=C/c2ccccc2)NC1=O)Nc1ccc(C(=O)O)cc1 (stereo not drawn)	2
CN(C)CCN1C(=O)C(=O)/C(=C(/O)c2ccccc2)C1c1ccc(N(C)C)cc1 (stereo not drawn)	6
CCOc1nc(Nc2ccc(Cl)cc2)nc(N2CCCCC2)n1	8
C/C(=C\C(=O)c1ccc(Cl)cc1)Nc1ccc(Br)c(Cl)c1	10
CC1C(c2ccccc2)NC(c2ccccc2)C(C)C1O (stereo not drawn)	-3
COc1ccc(/C=C2/C(=O)N(c3ccccc3)N=C2c2ccccc2)c(OC)c1	5
CCN(Cc1ccccc1)C(=O)Cc1ccc(Cl)cc1	12
O=C(O)Cn1c(O)c(C2=c3ccccc3=NC2=O)sc1=S	-5
COc1ccc(CNC(=O)c2nn3c(c2Cl)NC(c2ccc(C)cc2)CC3C(F)(F)F)cc1 (stereo not drawn)	3
CCc1ccc(OCc2nnc(NC(=O)Nc3ccc(Cl)c(Cl)c3)s2)cc1	6
CCOC(=O)C1=C(O)/C(=C/c2cccc(O)c2)SC1=Nc1cccc(Cl)c1	4
COc1cc(C=Nc2ccc(Oc3ccc(N=Cc4ccc(O)c(OC)c4)cc3)cc2)ccc1O	4
CCN(C(=O)c1cc(OC)c(OC)cc1[N+](=O)[O-])c1ccccc1	0
COc1ccc(-c2nnc(-c3ccc(Cl)cc3)o2)cc1	-5
Cc1[nH]n(-c2ccccc2)c(=O)c1C(c1c(Cl)cccc1Cl)c1c(C)[nH]n(-c2ccccc2)c1=O	8
Oc1ccc(C=NCC2COc3ccccc3O2)cc1 (stereo not drawn)	5
Cc1ccc(C(=O)Nc2ccccc2C(=O)NC2CCCCCC2)cc1	11
O=C(CCc1ccccc1)N1N=C(c2cccc([N+](=O)[O-])c2)CC1(O)C(F)(F)F (stereo not drawn)	6
CCOc1cc(/C=C2/SC(=S)N(C)C2=O)cc(Br)c1OCc1ccccc1Cl	10
CN(C)c1nccc(N(Cc2ccccc2)Cc2ccccc2)c1C#N	83*
COc1ccc(OC)c(N2C(=O)CC(Cc3cc(C)cc(C)c3)C2=O)c1 (stereo not drawn)	10
CCOC(=O)c1ccccc1NC(=O)Cc1cccs1	9
COc1ccc(OC(C)C(=O)Nc2ccc3c(c2)OCCO3)cc1 (stereo not drawn)	0
COc1ccc(S(=O)(=O)N(CC(=O)N=Nc2c(O)[nH]c3ccccc23)c2cc(C)cc(C)c2)cc1OC	13
O=C(COc1ccccc1[N+](=O)[O-])Nc1ccc(O)c(-c2nc3ccccc3s2)c1	2
CC1=NN(C(=O)Cc2ccc([N+](=O)[O-])cc2)C(O)(c2ccc(Cl)cc2)C1 (stereo not drawn)	0
Cc1ccc(C(=O)Nc2cccc(O)c2)o1	2
CCn1c(O)c(N=NC(=O)c2cccc([N+](=O)[O-])c2)c2ccccc21	7
More entries.
SMILES	ER stress surv
O=C1CS/C(=N/N=C/c2ccc(-c3ccc([N+](=O)[O-])cc3)o2)N1	24
NC(=O)c1ccccc1NC(=O)CCCCC(=O)Nc1ccccc1C(N)=O	2
CCOC(=O)c1sc(C)c(C#N)c1N	4
O=C(CCc1ccccc1)Nc1ccccc1F	-15
CN(Cc1ccccc1)Cc1c[nH]c2ccccc12	-21
O=C(O)CCC(=O)Nc1ccc(Cc2ccc(NC(=O)CCC(=O)O)cc2)cc1	11
O=c1[nH]c(-c2ccncc2)nc2ccccc12	5
COc1ccc(C(=O)NNC(=O)COc2ccc(C)cc2C)cc1	10
CS(=O)(=O)N(Cc1ccc(Cl)cc1)c1ccc(C(=O)NC2CCCC2)cc1	7
Cc1cc(C=C2C(=O)NC(=S)NC2=O)c(C)n1-c1ccc(Br)cc1	2

Only part of the results is shown; the hit share may differ from the screen's.
